Assay outcomes: PubChem BioAssay, National Center for Advancing Translational Sciences (NCATS)
LMNA splice mod: qHTS Assay for Modulators of Lamin A Splicing; Potency, µM (titrated, usually from 46.1 µM), for the others: at the top dose ratio change, negative = inhibition, actives largely listed as inhibitors; 0.01% of 200,000 active; AID 1487, 2009; HeLa LMNA splicing GFP/RFP minigene ratio, 48 h; active = well fitted inhibition curve with a large enough effect in the signal ratio, with a control signal flat, not every such curve was filed as active; inconclusive = small, poorly fitted or top-dose-only effect, or effect the other way, or a change in a side signal; the % refers to the signal ratio; also: % is scaled to controls: 0 for no effect and ±100 for the full control effect
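S3 HeLa stable clones carrying a lamin A-EGFP splicing minigene plus DsRed2 were seeded at 600 cells/well in Opti-MEM with 2% FBS, pin-dosed and incubated 48 h at 37°C. Acumen cytometry (488 nm) gave the GFP/RFP total-intensity ratio.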
Tau ThT inhib: qHTS for Inhibitors of Tau Fibril Formation, Thioflavin T Binding. Microtubule-associated protein tau (Homo sapiens), P10636. recombinant tau K18 P301L, heparin-induced fibrillization, ThT fluorescence. Potency, µM (highest dose often 57.4 µM), for inactives: at the top dose activity, negative = inhibition, usual class: inhibitors. 2.1% of 270,000 active; also: % is scaled to controls: 0 for no effect and ±100 for the full control effect; nearly all actives have a fitted effect of over 55% in size
Target sequence (P10636 561-689 P618L limits assumed): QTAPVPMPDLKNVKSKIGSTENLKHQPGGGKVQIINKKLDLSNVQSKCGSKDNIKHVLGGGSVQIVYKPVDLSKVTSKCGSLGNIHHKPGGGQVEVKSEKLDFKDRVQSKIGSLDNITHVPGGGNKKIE
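ThT emission at 510 nm, taken 1 hr after adding 30 uM dye, quantifies aggregates formed when 20 uM heparin acts on human tau K18 P301L for 6 hr at 37 C.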
SMN2 splice up: qHTS Assay for Enhancers of SMN2 Splice Variant Expression. HEK293 SMN2-luciferase splicing reporter, luminescence, 30-36 h. Potency, µM (titrated, usually from 46.1 µM), without a hit: at the top dose activity change, positive = activation, most hits filed as activators. 2.8% of 210,000 active; also: % of control where 0% means no effect; nearly all actives have a fitted effect of over 55% in size
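HEK293 cells carry an SMN2 […]–luciferase reporter in which exon 7 inclusion puts luciferase in frame. Cells were plated 10-12 h before compound addition, then incubated 30-36 h at 37C. ONE-Glo luminescence was read; sodium butyrate at 4.5 mM final served as control.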
L3MBTL1 block: qHTS Assay for the Inhibitors of L3MBTL1. Lethal(3)malignant brain tumor-like protein 1 (Homo sapiens), Q9Y468. AlphaScreen L3MBTL1–H3K9me1 peptide binding. Potency, µM (series often up to 57.1 µM), for inactives: top-dose activity, negative = inhibition, actives largely listed as inhibitors. 0.66% of 230,000 active. AID 485360, 2010; also: % is scaled to controls: 0 for no effect and ±100 for the full control effect; nearly all actives have a fitted effect of over 60% in size
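AlphaScreen assay: L3MBTL1 (50 nM final) was preincubated 30 min at room temperature with biotinylated H3(1-15)K9me1 peptide (75 nM final), then 30 min with library compounds; streptavidin donor and nickel chelate acceptor beads (10 ug/mL final) added, 30 min dark.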
ALDH1A1 block: qHTS Assay for Inhibitors of Aldehyde Dehydrogenase 1 (ALDH1A1). Aldehyde dehydrogenase 1A1 (Homo sapiens), P00352. 7.3% of 220,000 active. Potency, µM (doses to about 75.3 µM), for the others: at the top dose activity, negative = inhibition, actives largely listed as inhibitors. Purified ALDH1A1, NADH fluorescence, propionaldehyde substrate; active = well fitted inhibition curve with a large enough effect, not every such curve was filed as active; inconclusive = small, poorly fitted or top-dose-only effect, or another doubt; inactive = no such curve, though single readings can be large or run the other way;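 also: plate controls were no enzyme wells and a reference inhibitor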
Target sequence (P00352 whole entry, looked up): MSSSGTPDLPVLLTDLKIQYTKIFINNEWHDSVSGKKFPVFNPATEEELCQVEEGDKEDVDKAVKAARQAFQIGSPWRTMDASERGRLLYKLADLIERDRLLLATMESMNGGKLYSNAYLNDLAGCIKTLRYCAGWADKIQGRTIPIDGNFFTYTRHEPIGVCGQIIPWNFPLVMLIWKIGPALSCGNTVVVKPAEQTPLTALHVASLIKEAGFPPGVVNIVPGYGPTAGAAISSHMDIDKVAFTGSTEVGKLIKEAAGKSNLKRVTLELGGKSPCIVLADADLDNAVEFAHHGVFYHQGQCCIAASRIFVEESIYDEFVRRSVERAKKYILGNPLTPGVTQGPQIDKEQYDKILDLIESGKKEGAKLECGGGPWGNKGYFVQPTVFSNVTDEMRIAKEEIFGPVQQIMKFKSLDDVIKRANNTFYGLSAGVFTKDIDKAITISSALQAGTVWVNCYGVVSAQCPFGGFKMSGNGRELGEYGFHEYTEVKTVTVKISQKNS
KinaseGlo FLuc: Counterscreen for Luciferase (Kinase-Glo TM) Inhibition; Potency, µM (titrated, usually from 38.3 µM), for the others: at the highest dose activity change, negative = inhibition, actives largely listed as inhibitors; AID 1379, 2008; Kinase-Glo luciferase, ATP luminescence, 8 min; 0.28% of 200,000 active; Luciferin 4-monooxygenase (Photuris pensylvanica), Q27757; also: % is scaled to controls: 0 for no effect and ±100 for the full control effect; nearly all actives have a fitted effect of over 60% in size
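Compound is pinned into ATP-containing buffer (10 uM ATP, imidazole pH 7.2, 7 mM MgCl2). Kinase-Glo luciferase reagent is then added. Light output is recorded following an 8-min room-temperature incubation.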
KDM4E inh: qHTS Assay for Inhibitors of Human Jumonji Domain Containing 2E (JMJD2E). JMJD2E catalytic domain, FDH-coupled NADH fluorescence (FDH is formaldehyde dehydrogenase). AID 2147, 2009. Potency, µM (titrated, usually from 57.1 µM), inactives show at the highest dose activity change, negative = inhibition, usual class: inhibitors. 1.6% of 230,000 active. Lysine-specific demethylase 4E (Homo sapiens), B2RXH2; active = well fitted inhibition curve with a large enough effect, not every such curve was filed as active; inconclusive = small, poorly fitted or top-dose-only effect, or another doubt; inactive = no such curve, though single readings can be large or run the other way;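 also: 0% = wells with enzyme and -100% = buffer wells without enzyme; nearly all actives have a fitted effect of over 50% in size; many of its hits are not listed in these tables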
Target sequence (B2RXH2 1-337 limits assumed): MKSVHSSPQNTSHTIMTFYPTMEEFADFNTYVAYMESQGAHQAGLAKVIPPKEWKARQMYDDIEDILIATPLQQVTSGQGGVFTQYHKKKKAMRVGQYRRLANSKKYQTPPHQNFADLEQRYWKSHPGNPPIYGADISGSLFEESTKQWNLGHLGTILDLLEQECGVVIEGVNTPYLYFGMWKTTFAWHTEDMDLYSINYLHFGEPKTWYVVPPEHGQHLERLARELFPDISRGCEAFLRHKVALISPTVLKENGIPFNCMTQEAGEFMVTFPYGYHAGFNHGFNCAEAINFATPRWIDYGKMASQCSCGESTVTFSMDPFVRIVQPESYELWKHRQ
RECQ1 inh: qHTS Assay for Inhibitors of RecQ-Like Dna Helicase 1 (RECQ1) | ATP-dependent DNA helicase Q1 (Homo sapiens), P46063 | RECQ1 DNA unwinding, red fluorescence kinetic read | Potency, µM (doses to about 57.3 µM), for inactives: at the top dose activity, negative = inhibition, most hits filed as inhibitors | 0.54% of 240,000 active | AID 2549, 2010;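 also: plate controls were vehicle for no effect and no enzyme for full effect; nearly all actives have a fitted effect of over 30% in size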
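RECQ1T1 50 nM; forked duplex (20 bp + 30-nt ss tails) 200 nM, ATP 2 mM final; pH 8.0, 2 mM MgCl2, 2.5 ug/ml poly(dI-dC); 15 min compound preincubation; discontinuous kinetic read over 2 h at RT.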
* = called active by the depositor; i = inactive; ? = inconclusive; · = not tested or not shown; & = joins results of further samples; [ ] = dose if it differs, or a comment. Unless noted, calls follow the shape of the dose curve; as a rule, active = well fitted curve in the direction sought with a large enough effect; inconclusive = small, poorly fitted or top-dose-only effect, or another doubt; inactive = no such curve, though single readings can be large; an effect the other way counts as inactive or inconclusive. Potency is read from the fitted curve at half-maximal effect. An excerpt; the hit share may differ from the screen's.

mol | LMNA splice mod | Tau ThT inhib | SMN2 splice up | L3MBTL1 block | ALDH1A1 block | KinaseGlo FLuc | KDM4E inh | RECQ1 inh
COc1cc(C2OCC3C(c4ccc(OC5OC(CO)C(O)C(O)C5O)c(OC)c4)OCC23)ccc1O (stereo not given) | · | -20% | · | 2% | -9% | · | 28µM* | ?
COc1ccc(CCNC(=O)Cn2c(=O)n(Cc3ccco3)c(=O)c3ccc(Cl)cc32)cc1OC | 4% | -4% | 5% | · | ? | 0% | 1% | -9%
O=C(NCCc1ccccc1)C1CCN(S(=O)(=O)c2cccs2)CC1 | 0% | -9% | -14% | -1% | 10µM* | 2% | 0% | -9%
O=C(Nc1nc(-c2cccc3ccccc23)cs1)c1ccc2c(c1)S(=O)(=O)c1ccccc1C2=O | · | ? | -2% | -9% | -5% | -3% | -8% | i
CC(=C1C(=O)c2ccccc2C1=O)N1CCN(C/C=C/c2ccccc2)CC1 | -1% | 22µM* | 7% | · | 8.9µM* | -2% | -4% | 11%
COc1ccc(CNC(=O)C(c2ccco2)N(C(=O)c2ccccn2)c2ccccc2)cc1 (stereo not given) | 10%[46 µM] | -3% | · | -4% | ? | -7% | 6% | 19%
O=S(=O)(NC1CCCCCC1)c1ccc(Br)s1 | 1% | -5% | -14% | 18% | ? | 1% | 4% | i
COc1ccc(NC(=O)N(CCCN(C)C)Cc2cc3cc(OC)ccc3[nH]c2=O)cc1 | -11% | 6% | -13% | -5% | -3% | -2% | 12% | -1%
COc1cccc(NC(=O)Cn2c(=O)n(CCC(=O)NCc3ccco3)c(=O)c3ccccc32)c1 | -6%[46 µM] | 0% | 7% | -14% | -1% | -2% | 4% | -7%
Cc1ccc(/C=N/Nc2nnc(Cc3ccccc3)c(=O)[nH]2)o1 | · | -1% | 5% | 2% | 17% | -3% | 3% | -8%
O=C(NC1CCCCCC1)C(=S)N1CCCC1 | · | -2% | · | 4% | -6% | 3% | 7% | -3%
COc1cc2c(c(O)c1OC)C(=O)C(OC)CCC2 (stereo not given) | 23% | -11% | -14% | 5% | 1% | -1% | 6% | -10%
Cc1cccc2cc(CN(CC3CCCO3)C(=O)c3ccncc3)c(=O)[nH]c12 (stereo not given) | -2% | 2% | 7% | · | ? | 0% | ? | 3%
Cc1c(C(=O)NCC2CCCO2)sc2nc(-c3ccccc3)cn12 (stereo not given) | 17% | -12% | 12% | -3% | ? | -1% | -1% | -1%
CCCCc1c(O)nc2n(c1=O)CCS2 | 12% | -4% | 19% | -3% | -3% | 0% | 1% | -6%
COCCNC(=O)CCc1nnc(C2(c3ccc(Cl)cc3)CCC2)o1 | · | -2% | · | -1% | 1% | 4% | -2% | i
c1csc(-c2nc3ccccc3s2)c1 | · | -14% | · | 37%[activator] | · | · | ? | i
COCCCNC(=O)c1cc2c(=O)n3cccc(C)c3nc2n(C(C)C)c1=N | -10% | -7% | ? | · | ? | 1% | ? | -5%
CCOC(=O)C1CCCN(c2c(NCCN(C)Cc3ccccc3)c(=O)c2=O)C1 (stereo not given) | -5% | -12% | 7% | · | -7% | -1% | -1% | -6%
O=C1OC(=O)c2c(Br)c(Br)c(Br)c(Br)c21 | · | · | 4% | -5% | -8% | · | · | 33%[activator]
Cc1cc(C)c2c(c1)N[C@H](c1cccs1)[C@@H]1CCO[C@H]21 | · | -13% | · | -4% | 0% | · | 2% | -6%
COc1ccc(C(=O)N/C(=C/c2cccs2)C(=O)NN)cc1OC | · | -8% | · | 0% | · | · | 20% | -9%
CCOC(=O)C1CCCN(S(=O)(=O)c2cc(Br)cc3c2N(C(=O)C2CC2)CC3)C1 (stereo not given) | ? | -5% | 0% | 0% | ? | -9% | -2% | i
CN(C)C(=S)NC(=O)c1cccc(Cl)c1 | 27%[46 µM] | -1% | 16% | -2% | 2% | -3% | -15% | i
COc1ccc(N2CCN(C(=O)CCN3C(=O)c4ccccc4S3(=O)=O)CC2)cc1 | -8% | ? | · | -6% | 4% | · | -4% | -5%
O=C(NC1CCS(=O)(=O)C1)c1sc2ccccc2c1Cl (stereo not given) | 20%[46 µM] | 0% | -9% | 22% | 3% | -1% | 1% | -2%
O=c1c(/C=N/N2CCOCC2)c(C(F)(F)F)[nH]n1-c1ccccc1 | ? | -16% | 12% | 7% | 0% | 1% | -14% | -4%
CCc1cccc(CC)c1NC(=O)CN1CC(C)SC1=NC1CCCCC1 (stereo not given) | 6%[0.0737 µM] | -1% | -16% | 0% | 6% | -3% | 3% | -1%
Brc1ccc(-c2cnc3n2CCCC3)cc1 | -11% | -21% | -22% | -1% | 10% | -1% | -1% | -3%
CCOC(=O)NC(=S)Nc1ccc(C(C)(C)C)cc1 | · | -7% | · | -7% | · | · | 1% | -9%
COc1ccc(/C=N/NC(=O)c2nc(-c3ccccc3)n(-c3ccccc3)n2)c(O)c1 | ? | ? | -108%[inhibitor] | -12% | ? | 4% | 18µM* | 1%
CCC(=O)N1CCc2cc(S(=O)(=O)N3CCN(c4ccccn4)CC3)ccc21 | -4% | -13% | -4% | · | 1% | -4% | ? | -3%
S=c1nc(-c2ccccc2)n(Cc2cccnc2)c2c1CCCC2 | · | -5% | · | 1% | · | · | -22% | -9%
COc1cc(CNCCN2CCOCC2)ccc1OCc1cccc(Cl)c1 | -2% | -6% | 9% | · | 1% | 19% | 0% | -3%
Oc1c(Cl)cc(Cl)cc1C1Nc2ccccc2-n2cccc21 (stereo not given) | · | ? | · | -10% | ? | · | ? | -6%
COCCCNC(=O)Cn1cc2c(n1)CCCCC2 | -5% | -5% | 0% | 23% | -12% | 1% | 0% | -1%
CN1C(=O)c2ccccc2N(C)C1c1ccccc1Cl (stereo not given) | · | -6% | · | 11% | ? | -1% | ? | -7%
O=C(OC1CCOC1=O)c1ccc(-c2nc3ccccc3s2)s1 (stereo not given) | 7% | ? | 13µM* | -1% | ? | ? | ? | -7%
CCC(C)NC(=O)C1c2ccccc2C(=O)N1Cc1ccc(OC)cc1OC (stereo not given) | 7% | -15% | 10% | · | 9% | 3% | 3% | -2%
NNC(=O)c1ccc(COCC(F)(F)C(F)F)cc1 | · | ? | · | 6% | · | · | 18% | i
COc1nc(Nc2ccc(C(C)=O)cc2)nc(OC)n1 | 16% | ? | -6% | 6%[11.4 µM] | -12% | -7% | -4% | 5%
CCN(CC)S(=O)(=O)c1cccc(C(=O)N/N=C/c2c(C)nn(-c3ccccc3)c2Cl)c1 | -8% | 5% | -20% | 4% | 13% | 1% | -10% | -21%
N#Cc1cccc(NC(=O)CSc2n[nH]c(=O)[nH]c2=O)c1 | · | 3% | · | 5% | ? | 4% | 21% | -3%
COc1cc(CCN2C(=O)c3cccc4cccc(c34)C2=O)c(S(=O)(=O)N2CCCCCC2)cc1OC | -10% | -10% | -4% | -14% | ? | 3% | 2% | 0%
CC(Sc1cccc[n+]1[O-])C(=O)Nc1cccc([N+](=O)[O-])c1 (stereo not given) | -17%[46 µM] | -2% | 10% | 2% | 13% | 4% | 6% | i
CCCC(=O)Nc1sc2c(c1C#N)CC(C)(C)NC2(C)C | -3% | -1% | -32%[inhibitor] | 12% | -3% | 1% | 0% | -4%
CCOc1ncccc1C(=O)OCC(=O)Nc1cc(S(=O)(=O)N2CCOCC2)ccc1Cl | 0% | -3% | · | -6% | 0% | · | 16% | -6%
Cc1nn(C(C)(C)C)c(OC(=O)c2ccc(Br)o2)c1Sc1ccccc1 | 14% | -23% | -14% | · | 2% | -1% | -2% | i
CC1S/C(=N/N=C/c2cccs2)NC1=O (stereo not given) | -10% | -10% | · | ? | -7% | · | -2% | -9%
CCN(C(=O)CSc1nnc(NCc2ccccc2)s1)C1CCS(=O)(=O)C1 (stereo not given) | · | -3% | -18% | · | 4% | -4% | -7% | -7%
CCCc1cc(=O)[nH]c(-n2[nH]c3c(c2=O)CCCC3)n1 | -28% | 1% | · | -9% | 24µM* | -5% | 8% | 14%
COc1ccc(CN(CC2CCCO2)C(=O)c2cc3sccc3n2C)c(OC)c1 (stereo not given) | · | ? | -10% | -23% | 11µM* | 2% | -1% | i
Cc1cccc(OCCN2C(=O)C(=O)c3cc(C)ccc32)c1 | ? | ? | -9% | -26% | 0.63µM* | -7% | -10% | -2%
Cc1cc(C)nc(Nc2ccc(N3CCCC3)cc2)n1 | 3% | ? | 13% | · | ? | 1% | ? | i
Clc1ccc(C2=Nn3c(nnc3-c3cccs3)SC2)cc1 | -5% | -5% | -16% | 1% | ? | -2% | 0% | -2%
O=C(OCC(=O)N1CCCc2ccccc21)c1cccc(S(=O)(=O)N2CCc3ccccc32)c1 | -3% | -3% | -17% | 8% | -1% | 4% | 3% | -3%
COc1ccccc1C1OC2=C(Nc3ccc([N+](=O)[O-])cc3N2)C1=O (stereo not given) | · | ? | · | -8% | -9% | · | -7% | -1%
Cc1ccccc1NS(=O)(=O)c1cc(C(=O)N2CCc3ccccc3C2)ccc1C | ? | -13% | 18% | -5% | 0% | -2% | -1% | ?
O=C1/C(=C\Nc2ccc(OC(F)(F)F)cc2)CCN1c1ncccn1 | 6% | ? | 17% | · | ? | 15% | ? | -15%
O=C(/C=C/c1ccc(O)cc1)c1ccc(O)cc1O | ? | 10µM* | 20%&8%&-2%&3% | -6% | 5% | -3%&-15%&-11%&-6% | 0%&-1%&-7%&-1% | -4%
CCSc1nnc2n(-c3ccc(OC)cc3)c(=O)c3c4c(sc3n12)CCCC4 | 3% | -12% | 4% | · | -7% | -1% | -12% | -9%
